Screens: PubChem BioAssay, National Center for Advancing Translational Sciences (NCATS)
TRHR PAM: qHTS for Small Molecule Agonists and Allosteric Enhancers of Human TRH Receptor: Primary Screen for Enhancers; TRHR cells, fluo-8 calcium fluorescence, EC20 TRH enhancement; Thyrotropin-releasing hormone receptor (Homo sapiens), P34981; hit rate 0.66% among 360,000; enhancement, % at 2 µM; in the data active means enhancement above about 30%; further: 0% is about no effect
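TRHR-expressing cells loaded with fluo-8 calcium dye were read kinetically (ex 480/em 530) during compound addition, then stimulated with an EC20 of TRH (10 nM final). Enhancement of the Gq-mediated intracellular calcium response was scored.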
USP1-UAF1 inh: Inhibitors of USP1/UAF1: Primary Screen. Potency, µM (doses to about 57.1 µM), inactives show top-dose activity change, negative = inhibition, hits mostly inhibitors. hit rate 0.23% among 390,000. recombinant USP1/UAF1, Ub-Rhodamine cleavage fluorescence. Ubiquitin carboxyl-terminal hydrolase 1 (Homo sapiens), O94782. AID 743255, 2014; further: potency means the concentration at half of the fitted maximal effect; on the % scale 0 is the no-effect control and ±100 the full control effect; nearly all actives have a fitted effect of over 60% in size; inactives centre near -12
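USP1/UAF1 complex (1 nM) preincubated 15 min at room temperature with compound, then Ub-Rho substrate (150 nM final) added. Kinetic fluorescence at 480/540 nm over 6 reads at 60 s intervals; 50 mM HEPES pH 7.8, 0.5 mM EDTA, 0.1 mg/ml BSA, 1 mM TCEP, 0.01% Tween-20.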
PI4K2A block: qHTS for small molecular inhibitors of PI4K2A | activity change, negative = inhibition, % at 76.9 µM | purified PI4K2A, ADP-Glo luminescence, 1 h; active compounds read low | Phosphatidylinositol 4-kinase type 2-alpha (Homo sapiens), Q9BTU6 | AID 1346378, 2018 | hit rate 0.13% among 420,000; in the data active means activity change below about -50%; inconclusive means mostly about -30% to -49%;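 further: -100% = wells without enzyme as full effect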
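ADP-Glo luminescence measured ADP generated by PI4K2A enzyme (4 ug/mL before mixing) with 1.2 mM PI substrate (pre-mix) and 300 microM ATP (pre-mix). Tris pH7.5 buffer with MgCl2, Triton X-100; 1 h reaction at ambient temperature.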
D2 ag: HTS Assay for Allosteric Agonists of the Human D2 Dopamine Receptor: Primary Screen for Agonists; D(2) dopamine receptor (Homo sapiens), P14416; HEK293 T-REx D2 cells, calcium flux agonist mode; activation, % at 2 µM; hit rate 0.53% among 340,000; AID 485358, 2010;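 active means activation over 3 SD above normal in the single-dose calcium agonist read, cut at about 30% in these data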; further: 0% is about no effect
Target sequence (P14416 whole entry, looked up): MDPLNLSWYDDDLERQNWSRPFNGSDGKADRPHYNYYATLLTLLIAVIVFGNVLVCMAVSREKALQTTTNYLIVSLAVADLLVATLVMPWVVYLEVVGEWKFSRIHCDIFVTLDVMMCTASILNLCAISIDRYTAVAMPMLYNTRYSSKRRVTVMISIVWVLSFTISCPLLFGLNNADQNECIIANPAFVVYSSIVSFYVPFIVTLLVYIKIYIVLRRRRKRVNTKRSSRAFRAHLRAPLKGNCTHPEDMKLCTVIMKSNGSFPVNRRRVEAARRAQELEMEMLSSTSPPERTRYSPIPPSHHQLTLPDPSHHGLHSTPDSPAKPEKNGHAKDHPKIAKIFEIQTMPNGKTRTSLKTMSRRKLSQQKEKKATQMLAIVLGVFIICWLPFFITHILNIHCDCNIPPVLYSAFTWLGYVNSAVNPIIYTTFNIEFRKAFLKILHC
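Tetracycline-induced HEK293 Trex cells with D2 receptor force-coupled to calcium signaling, plated overnight at 30 C and loaded with no-wash calcium dye. Calcium flux read kinetically for 180 s after compound addition; responses flag agonists.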
mIDH1 inhibitor: qHTS for Inhibitors of mutant isocitrate dehydrogenase 1 (IDH1): qHTS. Isocitrate dehydrogenase [NADP] cytoplasmic (Homo sapiens), O75874. IDH1-R132H enzyme, NADPH consumption, diaphorase/resazurin fluorescence. Potency, µM (titrated, usually from 76.6 µM), without a hit: top-dose activity change, negative = inhibition, most hits filed as inhibitors. hit rate 0.093% among 390,000. AID 602179, 2012; further: potency means the concentration at half of the fitted maximal effect; on the % scale 0 is the no-effect control and ±100 the full control effect; nearly all actives have a fitted effect of over 65% in size
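IDH1-R132H (0.5 ug/mL) preincubated 30 min with compound, then NADPH (0.016 mM) and alpha-KG (2 mM) added; 80 min at RT, pH 7.5. Remaining NADPH coupled via diaphorase/resazurin to fluorescence (540/590 nm); concentration-response curves normalized to no-enzyme control.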
D2 antagonist: HTS Assay for Allosteric Antagonists of the Human D2 Dopamine Receptor: Primary Screen for Antagonists; HEK293 TREx D2 cells, calcium flux, dopamine EC80; inhibition, % at 10 µM; hit rate 2% among 340,000; AID 485344, 2010; in the data active means inhibition above about 30%; further: 0% is about no effect
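Tetracycline-induced HEK293 T-REx cells expressing D2 force-coupled to calcium signalling were dye-loaded, exposed to compound for 180 s, then challenged with an EC80 of dopamine; calcium flux was followed kinetically for a further 180 s.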
TrxR1 substrate: qHTS Assay for Substrates of Mammalian Selenoprotein Thioredoxin Reductase 1 (TrxR1): qHTS. Thioredoxin reductase 1, cytoplasmic (Rattus norvegicus), O89049. purified TrxR1 substrate turnover, NADPH consumption readout. Potency, µM (titrated, usually from 114 µM), without a hit: at the highest dose activity change, negative = substrate turnover. hit rate 0.01% among 390,000. AID 588456, 2011; further: potency means the concentration at half of the fitted maximal effect; on the % scale 0 is the no-effect control and ±100 the full control effect; nearly all actives have a fitted effect of over 50% in size
Target sequence (O89049 whole entry, looked up): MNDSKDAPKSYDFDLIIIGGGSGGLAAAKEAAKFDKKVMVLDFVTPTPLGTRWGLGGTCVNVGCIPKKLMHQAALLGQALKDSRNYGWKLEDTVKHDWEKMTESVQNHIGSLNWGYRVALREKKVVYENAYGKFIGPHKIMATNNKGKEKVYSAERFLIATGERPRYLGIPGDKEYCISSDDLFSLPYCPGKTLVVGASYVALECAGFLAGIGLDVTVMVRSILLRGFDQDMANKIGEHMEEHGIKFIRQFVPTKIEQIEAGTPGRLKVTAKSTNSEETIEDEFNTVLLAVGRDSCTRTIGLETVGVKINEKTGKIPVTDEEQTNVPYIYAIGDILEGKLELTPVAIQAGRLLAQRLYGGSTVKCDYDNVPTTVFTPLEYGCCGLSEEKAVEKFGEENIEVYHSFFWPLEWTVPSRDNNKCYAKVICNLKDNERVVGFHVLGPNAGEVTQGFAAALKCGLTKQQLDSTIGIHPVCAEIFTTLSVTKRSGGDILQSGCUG
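Rat TrxR1, dispensed at 90 nM, was prereduced with 400 uM NADPH (final) for 5 min at ~22 deg C, then incubated with compound 15 min before 400 uM selenite. A first-read NADPH fluorescence drop versus no-compound background flagged substrates.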
TrxR1 inh: qHTS Assay for Inhibitors of Mammalian Selenoprotein Thioredoxin Reductase 1 (TrxR1): qHTS; Thioredoxin reductase 1, cytoplasmic (Rattus norvegicus), O89049; recombinant rTrxR1, NADPH fluorescence consumption, selenite substrate; Potency, µM (titrated, usually from 114 µM), for inactives: top-dose activity change, negative = inhibition, hits mostly inhibitors; hit rate 1% among 390,000; further: potency means the concentration at half of the fitted maximal effect; on the % scale 0 is the no-effect control and ±100 the full control effect; nearly all actives have a fitted effect of over 65% in size
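Rat TrxR1 (90 nM in the dispensed reagent) was pre-reduced with 400 uM NADPH for 5 min at room temperature, then incubated with compound for 15 min. After 400 uM selenite was added, NADPH fluorescence (Ex 340/Em 450 nm) was followed for 8 min.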
TRHR agonist: qHTS for Small Molecule Agonists and Allosteric Enhancers of Human TRH Receptor: Primary Screen for Agonists. TRHR cells, calcium flux fluo-8, FDSS agonist mode. hit rate 0.18% among 360,000. Thyrotropin-releasing hormone receptor (Homo sapiens), P34981. activation, % at 2 µM. AID 493084, 2011; in the data active means activation above about 30%; further: 0% is about no effect
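In this calcium-flux screen, cells bearing human TRHR are dye-loaded with fluo-8, baselined for 10 cycles, then exposed to library compounds; positive kinetic calcium responses during the agonist phase mark hits, with TRH as control.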
Starred values were filed as active, the others as inactive; ? = inconclusive; . = not tested or not shown; [ ] = dose if it differs, or a comment. Unless noted, the call rests on the fitted dose curve; in most records, active means well fitted inhibition curve with a large enough effect; inconclusive means small, poorly fitted or top-dose-only effect; inactive means no such curve, though single readings can be large or run the other way.

SMILES | TRHR PAM | USP1-UAF1 inh | PI4K2A block | D2 ag | mIDH1 inhibitor | D2 antagonist | TrxR1 substrate | TrxR1 inh | TRHR agonist
O=C(Nc1ccc2c(c1)OCO2)C1CC(c2c(F)cccc2Cl)=NO1 (configuration not stated) | 7 | -16% | 1 | -1.4 | 6% | 1 | 2% | 12% | -0.2
O=C(Nc1ccsn1)c1ccc(Cl)cc1Cl | -2 | 4% | 0 | -0.3 | -6% | 4 | -2% | 9%[57.1 µM] | 0.6
NC(=O)CC(NC(=O)c1ccc(Br)cc1)c1ccc(NC2CCCCCC2)c([N+](=O)[O-])c1 (configuration not stated) | -1 | -21% | -3 | -0.1 | 4% | -7 | -5% | 9%[57.1 µM] | -0.4
CCCN1CCc2c(sc(NC(=O)c3ccc(S(=O)(=O)N4CCCC4)cc3)c2C(N)=O)C1 | -2 | -17% | -4 | 22 | 9% | 9 | 4% | -7% | 21
Cc1c(C(=O)O)oc2c(F)cccc12 | 0 | -19% | -2 | -0.8 | 0% | 4 | -5%[57.1 µM] | -3%[57.1 µM] | 0.6
O=C(Nc1cccc(F)c1)Nc1ccccn1 | -22 | -11% | 6 | -0.3 | 1% | 87* | 5%[57.1 µM] | 8%[57.1 µM] | 0.5
CCCC(C)NC(=O)c1nc(-c2ccccc2)n(-c2ccccc2)n1 (configuration not stated) | -6 | -18% | 12 | -0.4 | 3% | -1 | 9%[57.1 µM] | 13%[57.1 µM] | -0.2
Cc1ccnc(NC(=O)CCC(=O)N(CC(=O)NCc2ccc(F)cc2)Cc2ccccc2)c1 | -6 | -17% | -4 | 4.0 | 6% | 11 | -12%[57.1 µM] | 30%[57.1 µM] | -0.2
Cc1cccc(-c2noc(CN(C(=O)COc3ccc(C(C)C)cc3)C(C)C)n2)c1 | 3 | -24% | 1 | . | -1% | . | -5% | 32% | 1.4
Cc1ccc(COc2ccc(-c3cc(C(F)(F)F)n4nc(C)cc4n3)cc2)cc1 | 3 | -7% | 1 | -1.5 | 5% | . | -2% | 12% | -3.5
O=C(O)CCSc1nc(C(F)(F)F)cc(=O)n1-c1ccccc1 | 1 | -7% | 0 | 0.5 | 0% | 33* | -2% | 12% | -0.1
COc1ccc(NC(=O)Cn2c(=O)n(Cc3ccc(C(=O)NCc4ccccc4Cl)cc3)c(=O)c3ccccc32)cc1 | -8 | -9% | 6 | . | -15% | . | -7% | 9% | 1.6
Cc1nc(-c2ccccc2)sc1C1(C)CC(c2cccc([N+](=O)[O-])c2)=NO1 (configuration not stated) | -6 | -28% | -3 | 0.3 | -2% | -32 | 8% | 15% | 1.3
Cc1ccc(C(=O)Nc2nnc(S(=O)(=O)N3CCC(C)CC3)s2)cc1 | -3 | -12% | 5 | -0.9 | 31%[activator] | 9 | -1% | 14% | 0.0
CC(=O)N1CCc2c(sc3c2c(=O)n(CCc2ccccc2)c(=O)n3Cc2cccc(C)c2)C1 | 2 | ? | 0 | . | -26% | . | -6% | 16% | 0.9
Cc1ccc(NC(=O)c2nc[nH]c2C(=O)N[C@@H](CCCCNC(=O)OC(C)(C)C)C(=O)OC(C)(C)C)cc1 | 3 | -27% | -1 | 1.0 | -1%[38.3 µM] | 16 | -6% | 18% | 1.5
O=C(Nc1cccnc1)c1ccc(C(=O)Nc2cccnc2)cc1 | -1 | 5% | 7 | -0.3 | 1% | 5 | -7%[57.1 µM] | 9%[57.1 µM] | 0.2
COc1ccccc1C1C2=C(N=c3s/c(=C/c4cccc(OCC(=O)O)c4)c(=O)n31)c1ccccc1CC2 (configuration not stated) | 3 | -16% | -1 | -1.5 | 5% | 8 | -12% | ? | 0.8
CCOC(=O)c1cn(-c2c(Cl)cccc2Cl)c2cc(Cl)c([N+](=O)[O-])cc2c1=O | 3 | -5% | -3 | 0.8 | -12% | -3 | -4% | -2% | -1.2
COc1cc(OC)c(NS(=O)(=O)c2ccc(Cl)c(C(=O)OC(C)C(=O)N3CCCC3)c2)cc1Cl (configuration not stated) | -8 | 3% | 0 | -0.5 | 3% | 3 | -7% | 5% | -0.9
Cc1noc(NS(=O)(=O)c2ccc(NC(=O)/C=C/c3ccc(Br)cc3)cc2)c1C | -2 | -7% | 0 | 0.1 | -3% | 1 | -9% | -5% | -0.9
Cc1noc(C)c1NC(=O)N(C)C[C@H]1Oc2ccc(NC(=O)NC3CCCCC3)cc2C(=O)N([C@H](C)CO)C[C@@H]1C | . | -14% | -2 | . | -5% | . | 7% | 3% | .
FC(F)(F)c1nnc2ccc(NCc3ccccc3)nn12 | 4 | -12% | -5 | -0.3 | -8% | 80* | 0%[57.1 µM] | 3%[57.1 µM] | -0.1
CC(=O)Nc1cccc(C(=O)N/N=C/c2ccccc2F)c1 | -5 | -15% | -2 | -1.8 | -2% | 26 | -2% | 7% | -0.5
COc1ccnc(N2CCN(c3ccc(Cl)cc3)CC2)c1C#N | -3 | -12% | 6 | -0.5 | 2% | 6 | 12%[57.1 µM] | 43%[activator][57.1 µM] | 1.2

Looked up by compound from the list above (2):
SMILES | TRHR PAM | USP1-UAF1 inh | PI4K2A block | D2 ag | mIDH1 inhibitor | D2 antagonist | TrxR1 substrate | TrxR1 inh | TRHR agonist
Cc1noc(C)c1NC(=O)N(C)C[C@H]1Oc2ccc(NC(=O)NC3CCCCC3)cc2C(=O)N([C@H](C)CO)C[C@@H]1C | . | -14% | -2 | . | -5% | . | 7% | 3% | .
Cc1c(C(=O)O)oc2c(F)cccc12 | 0 | -19% | -2 | -0.8 | 0% | 4 | -5%[57.1 µM] | -3%[57.1 µM] | 0.6

The listing continues.
SMILES | TRHR PAM | USP1-UAF1 inh | PI4K2A block | D2 ag | mIDH1 inhibitor | D2 antagonist | TrxR1 substrate | TrxR1 inh | TRHR agonist
CCOC(=O)c1ccc(N(CC2CO2)S(=O)(=O)c2ccc(C)cc2)cc1 (configuration not stated) | . | -4% | 4 | . | 4% | . | -5%[2.29 µM] | -5%[2.29 µM] | .
NS(=O)(=O)c1cccc(NC(=O)COC(=O)CNC(=O)c2ccc(-c3ccccc3)cc2)c1 | 16 | -25% | -1 | -0.5 | -6% | 13 | 6% | 38%[activator] | 0.8
CC(=O)NC1C(=O)N(C)c2ccc(Br)cc21 (configuration not stated) | 1 | -15% | -8 | -2.1 | 8% | -21 | -7% | 14% | -1.0
Cc1ccccc1-n1nc(C)c2cc(C(=O)NC3CC3)sc21 | -3 | -15% | 2 | -1.7 | 8% | 13 | 3% | 3% | -0.5
CCOC(=O)c1c(C)[nH]c(NC(=O)Nc2c(C)n(C)n(-c3ccccc3)c2=O)c1C | -1 | -1% | 8 | 2.0 | 8% | 6 | 11% | 0% | 0.5
Cc1nnc(Nc2ccccc2F)s1 | 2 | -13% | -4 | -0.4 | 11% | -7 | 9% | 14% | -0.4
Clc1ccc(-n2ncc3c(NCC4CCCO4)ncnc32)cc1 (configuration not stated) | 0 | -9% | -10 | 0.2 | -5% | -5 | 6% | -5% | 0.0
Cc1ccc2c(c1)c1c(c(=O)n(-c3cccc(Cl)c3)c(=O)n1CC(=O)c1ccc(Cl)cc1)n2C | 5 | -21% | -1 | -0.4 | 18% | . | 3% | 12% | -0.6
COc1ccc(CC(=O)Nc2sc3c(c2C(N)=O)CCCC3)cc1OC | -2 | -21% | 4 | 0.1 | -11% | 3 | -1% | -4% | 0.1
C=CCOc1ccc(/C=N/O)cc1Cl | 0 | -10% | 0 | -0.3 | -3% | 5 | -9% | -8% | -0.7
CCN(CC)CCNCc1cc(Cl)ccc1OCc1ccccc1F | -9 | -17% | 3 | 1.6 | 12% | 11 | -8%[57.1 µM] | 19%[57.1 µM] | 0.9
O=C(Nc1cc(Cl)ncn1)c1ccccc1 | . | 3% | -3 | . | 1% | . | 2%[57.1 µM] | 11%[57.1 µM] | .
CCC(=O)NC(NCC1CCCO1)C(Cl)(Cl)Cl (configuration not stated) | -4 | -13% | 0 | 0.0 | 10% | -6 | 6% | 13% | 0.4
COc1cccc(CNC(=O)C2CCN(S(=O)(=O)N3CCCCC3)CC2)c1 | 10 | 6% | 9 | -0.5 | 1% | 2 | -1% | 18% | -0.2
CCC12CN3CCN(CC(C3)/C1=N\NC(=O)c1ccc(Cl)cc1)C2 | 3 | -17% | -1 | 0.2 | -1% | 5 | 5% | 12%[57.1 µM] | 0.4
COc1ccc(C)cc1NC(=O)NC1CCN(Cc2ccccc2)CC1 | 11 | -14% | 6 | 0.9 | 4% | 75* | 8%[57.1 µM] | 5%[57.1 µM] | 0.6
O=C(CSc1ccccc1)N/N=C/c1ccccc1O | -5 | -24% | -2 | 1.3 | 10% | 3 | 3% | 14% | 1.5
CCN(CC(=O)NCc1cccs1)C(=O)/C=C/c1cccc(OC)c1OC | 1 | -12% | -5 | -0.5 | -10% | 3 | 3% | 6% | -0.5
Cc1ccc(Cl)cc1N1CCN(CC(=O)NC2CCCc3ccccc32)CC1 (configuration not stated) | 1 | -27% | -5 | -0.8 | -1% | -12 | -10%[57.1 µM] | -6% | 0.1
